Screening data (PubChem)
M. tuberculosis = growth inhibition of non-replicating M. tuberculosis (AID 488890) | one-dose inhibition, % at 25 µM; IC50 in µM for titrated hits | Mycobacterium tuberculosis non-replicating, growth inhibition; higher % means a stronger effect | hit rate 0.39% among 320,000; in the data active = a potency from the dose series; inconclusive = inhibition mostly from about 82% at the one dose, without a potency; inactive = the rest, 99 in 100 with inhibition below about 76%;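 note: plate controls were DMSO cells for no effect and high antibiotic wells for full effect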
Salmonella PhoP GFP = PhoP regulon inhibitors, Salmonella typhi PhoP promoter GFP reporter, confirmatory (AID 1850); hit rate 0.33% among 310,000; one-dose inhibition, % at 50 µM; IC50 in µM for titrated hits; Salmonella Typhi PhoP-promoter GFP reporter, fluorescence, 4 h; higher % means a stronger effect; in the data active = a potency from the dose series; inconclusive = inhibition mostly from about 25% at the one dose, without a potency; inactive = the rest, 99 in 100 with inhibition below about 19%;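 note: 0% = induced wells with vehicle and 100% = uninduced wells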
H37Rv inhibition = M. tuberculosis growth inhibition, HTS (AID 449762) | M. tuberculosis H37Rv growth inhibition, 7H9 media; higher % means a stronger effect | inhibition, % at 25 µM; hits with a dose series show IC50 in µM | hit rate 0.59% among 330,000; in the data active = a potency from the dose series; inconclusive = inhibition above about 70% without an active follow-up result;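 note: bacterial growth assessed after seven days of incubation; strong numbers were not always called active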
H1N1 NS1A inhibition = NS1A inhibition, H1N1 influenza, cell based functional assay (AID 504329) | NS1A functional cell-based assay, percent inhibition; higher % means a stronger effect | inhibition, % at 12.5 µM, or IC50 in µM where a hit was titrated | hit rate 0.3% among 340,000; in the data active = a potency from the dose series; inconclusive = inhibition above about 27% without an active follow-up result; note: strong numbers were not always called active
inhibitors of VEEV = inhibitors of VEEV TC-83 cytopathic effect, confirmation, Vero cells (AID 588727). Vero cells, VEEV TC-83 cytopathic effect inhibition; higher % means a stronger effect. one-dose inhibition, % at 20 µM; IC50 in µM for titrated hits. hit rate 0.13% among 350,000; in the data active = a potency from the dose series; inconclusive = inhibition mostly from about 14% at the one dose, without a potency; inactive = the rest, 99 in 100 with inhibition below about 12%; note: strong numbers were not always called active
inhibitors of VEEV 10K pilot screen = further read-out of inhibitors of VEEV, marked with its call; inhibition, %; measured here: 10K pilot screen inhibition
An asterisk follows results filed as active; i = inactive; ? = inconclusive; / = no result given.

SMILES	M. tuberculosis	Salmonella PhoP GFP	H37Rv inhibition	H1N1 NS1A inhibition	inhibitors of VEEV	others
Cc1ccc(CN(Cc2cc3cc4c(cc3[nH]c2=O)OCCO4)Cc2nnnn2Cc2ccco2)cc1	51%	-3%	36%	5%	i
CCCOc1ncnc2c1sc1nc3c(cc12)COC(C)(C)C3	4%	2%	-3%	-2%	6.9%
NS(=O)(=O)c1ccc(Nc2ccc3nonc3c2[N+](=O)[O-])cc1	24%	0%	4%	7%	0.4%
CCc1ccc(C(=O)COC(=O)c2cc([N+](=O)[O-])ccc2N2CCOCC2)cc1	30%	-2%	64%	-9%	6.7%
CC(C(=O)NC1CCCCC1)N1CCN(C)CC1 (stereo not drawn)	-9%	29%	0%	-12%	i
COc1ccc(NC(=O)CCCCCn2nnc3ccccc3c2=O)cc1OC	-15%	-5%	-2%	-5%	i
Cc1ccc(C(=O)NC(C)c2nnc(SCC(=O)NC3CCCC3)n2C)cc1 (stereo not drawn)	4%	0%	-8%	-2%	5.4%
Cc1ccc(S(=O)(=O)CCC(=O)OCc2ccc(Cl)cc2)cc1	?	-1%	3%	-6%	0.0%
Cc1cc(C(=O)Nc2nc3c(s2)CCCC3)cs1	30%	1%	7%	-4%	1.6%
CCOCCn1c(N2CCCC2)nc2c1c(=O)[nH]c(=O)n2C	-17%	7%	7%	0%	1.4%

The final four records of the part above lead into the next:
SMILES	M. tuberculosis	Salmonella PhoP GFP	H37Rv inhibition	H1N1 NS1A inhibition	inhibitors of VEEV	others
Cc1ccc(C(=O)NC(C)c2nnc(SCC(=O)NC3CCCC3)n2C)cc1 (stereo not drawn)	4%	0%	-8%	-2%	5.4%
Cc1ccc(S(=O)(=O)CCC(=O)OCc2ccc(Cl)cc2)cc1	?	-1%	3%	-6%	0.0%
Cc1cc(C(=O)Nc2nc3c(s2)CCCC3)cs1	30%	1%	7%	-4%	1.6%
CCOCCn1c(N2CCCC2)nc2c1c(=O)[nH]c(=O)n2C	-17%	7%	7%	0%	1.4%
CC(=O)c1ccc(NC(=O)c2ccn(C(=O)OCC(C)C)n2)cc1	20%	1%	7%	-7%	0.7%
O=S(=O)(c1ccc(C(F)(F)F)cc1)N1CCCN(c2ccc(C(F)(F)F)cn2)CC1	2%	-8%	6%	/	i
C/C(=N\O)C(=O)NCCCn1ccnc1	-16%	-3%	0%	0%	i
O=C(O)c1cccc(S(=O)(=O)Nc2ccccc2C(=O)NCCc2ccccc2)c1	-4%	16%	1%	2%	1.7%
CCC1(N(C(C)=O)c2ccc(OC)cc2)C(=O)c2ccccc2C1=O	-8%	-15%	-10%	-1%	7.4%
COc1ccc(-c2[nH]ncc2/C=N/NC(=O)c2ccncc2)c(OC)c1	59%	-6%	?	-3%	1.2%
CC1(C(=O)NCc2ccccn2)C=CCN1C(=O)c1ccccc1 (stereo not drawn)	5%	7%	-3%	1%	i
O=[N+]([O-])c1ccc(Cc2nnc(-c3ccc(F)cc3)o2)cc1	/	7%	-3%	-6%	0.4%
O=C(O)c1cccc(N(CCO)CCO)c1	-9%	12%	-15%	-3%	0.7%
CC(=O)N/C(=C\c1ccccc1)C(=O)OCc1cc(C)ccc1C	3%	-16%	4%	4%	0.8%

Continued; the last 2 above are carried over.
SMILES	M. tuberculosis	Salmonella PhoP GFP	H37Rv inhibition	H1N1 NS1A inhibition	inhibitors of VEEV	others
O=C(O)c1cccc(N(CCO)CCO)c1	-9%	12%	-15%	-3%	0.7%
CC(=O)N/C(=C\c1ccccc1)C(=O)OCc1cc(C)ccc1C	3%	-16%	4%	4%	0.8%
COc1cccc(OCC(=O)NC2CCCCCC2)c1	75%	/	2%	-4%	i
CC(=O)Nc1ccc(SCC(=O)Nc2oc(C)c3c(C)n[nH]c(=O)c23)cc1	23%	5%	-8%	-4%	5.2%
CCN(CC(=O)Nc1c(F)cccc1F)C(=O)CCc1nc2cc(S(=O)(=O)N3CCOCC3)ccc2n1C	-10%	3%	-4%	-12%	1.1%
CCOc1ccc(CNC(=O)C2CCCN(S(C)(=O)=O)C2)cc1OC (stereo not drawn)	5%	1%	-3%	-2%	i
O=C(NCCS(=O)(=O)NC1CCCCC1)c1ccccc1	-11%	8%	-3%	-4%	1.2%
COc1ccc2c(c1)C(c1ccccc1)NC(=O)C2 (stereo not drawn)	9%	2%	-10%	5%	i
CCOC(=O)C1C(=O)CC(C)(O)C(C(=O)OCC)C1/C=C/c1ccccc1 (stereo not drawn)	/	/	/	-10%	2.7%	inhibitors of VEEV 10K pilot screen=3.4
CCc1ccc(N/C(SCc2cccc(F)c2)=C(/C#N)C(=O)NCc2ccco2)cc1	38%	2%	9%	26%	i
CSc1nnc(N2C(=O)C(O)=C(C(=O)c3ccco3)C2c2cccc(Cl)c2)s1 (stereo not drawn)	68%	-12%	5%	-5%	5.2%
Cc1cc(C)c2c(-n3cccc3)c(C(=O)NNS(=O)(=O)c3ccccc3)sc2n1	50%	-11%	5%	9%	6.4%
Cc1cccc(C)c1NC(=O)CN(C)C(=O)c1ccc2c(=O)n3c(nc2c1)CCC3	-11%	/	-17%	3%	0.1%
CCN(C(=O)CSc1nncs1)c1c(N)n(Cc2ccccc2)c(=O)[nH]c1=O	-2%	-1%	4%	3%	1.0%
COCCCNC(=S)Nc1ccc(N2CCCCC2)cc1	52%	-4%	1%	6%	1.4%
CCN(CCCNC(=O)C1CCC(=O)N1C1CCCC1)c1cccc(C)c1 (stereo not drawn)	5%	-5%	-2%	4%	1.2%
CCc1cccc(N(C(=O)c2csnn2)C(C(=O)NC2CCCC2)c2cccnc2)c1 (stereo not drawn)	10%	-4%	-3%	3%	1.2%
COc1ccccc1Nc1ncccc1C(=O)O	5%	7%	8%	3%	i
O=C1C(Cc2ccccc2)Nc2ncnc(N3CCOCC3)c2N1Cc1ccc(Br)cc1 (stereo not drawn)	37%	-11%	60%	13%	0.2%	inhibitors of VEEV 10K pilot screen=0.8
COc1ccc2c(CC(=O)OCC(=O)Nc3ccccc3[N+](=O)[O-])coc2c1	69%	3%	2%	10%	i
Cn1nnnc1SCC(=O)N1N=C(c2ccc(Cl)cc2)CC1c1ccco1 (stereo not drawn)	1%	/	9%	0%	i
CCOC(=O)C1=CN(CC2CCCO2)C=C(C(=O)OCC)C1c1ccccc1C(F)(F)F (stereo not drawn)	-7%	9%	0%	-12%	i
CCOc1ccc(N2C(=O)CC(S/C(N)=N/N=C/c3cccs3)C2=O)cc1 (stereo not drawn)	9%	-7%	-2%	-5%	0.6%
COc1ccccc1NC(=O)COC(=O)c1ccccc1OCC(=O)Nc1ccc(SC(F)F)cc1	-12%	12%	8%	-5%	3.0%
CC12CCC(C(=O)N(CC(O)CN3CCCCCC3)C1=O)C2(C)C (stereo not drawn)	-2%	-4%	-4%	-12%	0.2%
CC(=O)c1cnc(Oc2cc(Cl)ccc2Cl)nc1C	-5%	-13%	8%	-2%	0.4%
CCOC(=O)c1ccc(S(=O)(=O)N2CCN(C(=O)c3cccc(S(=O)(=O)N4CC(C)OC(C)C4)c3)CC2)cc1 (stereo not drawn)	/	/	/	-1%	3.5%
Cc1cc(C(=O)COC(=O)c2n[nH]c3ccccc23)c(C)n1CC1CCCO1 (stereo not drawn)	24%	10%	2%	15%	1.2%
CNS(=O)(=O)c1ccc(NC(=O)c2csc(C)c2)cc1	-6%	-8%	-8%	-8%	2.6%
COc1ccc(CN2CCN(Cc3cc4ccccc4o3)CC2CCO)c(F)c1 (stereo not drawn)	4%	-4%	-1%	-3%	i
CN(C)c1ccc(/C=C2/C(=O)NC(=O)N(CCc3ccc(F)cc3)C2=O)cc1	31%	-3%	3%	0%	i
O=S(=O)(c1ccccc1)c1nc(Cc2ccccc2)oc1N1CCOCC1	-2%	-3%	-1%	1%	2.5%
O=C1c2ccccc2NC(c2ccccc2)N1Cc1ccccc1 (stereo not drawn)	15%	8%	-11%	-23%	8.8%
CCc1ccc(C(=O)Nc2nc3ccccc3[nH]2)cc1	?	-5%	?	-2%	4.8%
CC(C)NC(=O)COc1nncc2ccccc12	-1%	1%	1%	-9%	i
N#Cc1c(-c2ccccc2)c(C#N)c2nc3ccccc3n2c1N	1%	-1%	0%	-8%	2.3%
O=C(O)CCCCCn1c(SCc2cc(=O)n3cc(Cl)ccc3n2)nc2ccsc2c1=O	8%	14%	11%	-6%	2.2%
CC(NC(=O)Nc1ccc(Cl)cc1)c1ccccc1 (stereo not drawn)	45%	-4%	-1%	-3%	0.6%
O=C(CN1C(=O)CCS(=O)(=O)c2ccccc21)Nc1cccc(Cl)c1	4%	7%	-9%	16%	3.3%
O=C(COC(=O)[C@@H]1CCCN1S(=O)(=O)c1ccc(Cl)cc1)NCC(F)(F)F	14%	7%	1%	4%	i
Cc1ccc(NC(=O)C2CCN(S(=O)(=O)c3ccc4c(c3)NC(=O)CO4)CC2)cc1	26%	-1%	6%	-9%	0.8%
O=C(CN1C(=O)c2ccccc2S1(=O)=O)NCCSCc1ccccc1Cl	-8%	-11%	2%	-4%	0.8%

Quoted at random: 3 records from the list.
SMILES	M. tuberculosis	Salmonella PhoP GFP	H37Rv inhibition	H1N1 NS1A inhibition	inhibitors of VEEV	others
CCc1ccc(C(=O)Nc2nc3ccccc3[nH]2)cc1	?	-5%	?	-2%	4.8%
O=C(CN1C(=O)c2ccccc2S1(=O)=O)NCCSCc1ccccc1Cl	-8%	-11%	2%	-4%	0.8%
O=C(O)CCCCCn1c(SCc2cc(=O)n3cc(Cl)ccc3n2)nc2ccsc2c1=O	8%	14%	11%	-6%	2.2%

(next part)
SMILES	M. tuberculosis	Salmonella PhoP GFP	H37Rv inhibition	H1N1 NS1A inhibition	inhibitors of VEEV	others
Cc1ccc(C2C(=O)c3ccccc3C2=O)cc1	-7%	-1%	7%	-24%	1.0%
Cc1cccc([C@@H]2[C@@H]3C(=O)N(Cc4ccccc4)C(=O)[C@@H]3[C@]3(C)C(=O)N(c4cccc(F)c4)C(=O)N23)c1	33%	4%	2%	0%	i
COc1ccc(C2=Nc3cccc4cccc(c34)N2)cc1	9%	2%	32%	6%	0.1%
Cc1oc(-c2ccccc2Cl)nc1CS(=O)CC(=O)NCc1ccc2c(c1)OCO2 (stereo not drawn)	4%	3%	5%	0%	i
Cc1ccc(S(=O)(=O)CC#CCOC(=O)c2ccc([N+](=O)[O-])cc2)cc1	?	-2%	69%	/	/
COc1ccccc1-n1c(C)c(C(C)=O)c2cc(O)ccc21	8%	-3%	7%	-5%	0.8%
Cc1cc(C)nc(NCCCc2ccccc2)n1	26%	-2%	18%	-9%	i
O=C(O)/C=C(\Oc1ccccc1)C1(O)CCCCC1	-8%	-2%	1%	-6%	i
COCc1c(C(=O)OCC(=O)N2c3ccccc3NC(=O)C2(C)C)oc2ccccc12	/	/	/	-15%	i
COc1ccc(OCC(=O)Nc2cc(NC(=O)COc3ccc(OC)cc3)cc(C(=O)O)c2)cc1	-16%	-9%	-6%	-28%	0.0%
COc1ccc(CCN(C)Cc2nc(Cc3ccc(OC)c(OC)c3)no2)cc1OC	4%	11%	-9%	9%	i
Cc1ccc(NN2C(=O)C=C(c3ccc(Cl)cc3)C2=O)cc1	?	11%	?	0%	12%
O=C(c1nc2ccccn2c1CNCCCn1ncc2ccccc21)N1CCOCC1	0%	-7%	0%	1%	0.4%
COc1ccc2c(-c3ccc(S(N)(=O)=O)cc3)c(-c3ccc(S(C)(=O)=O)cc3)sc2c1	36%	/	-4%	-3%	8.1%
Cn1c(=O)c2c(nc(N3CCCCCC3)n2CCSc2nc3ccccc3o2)n(C)c1=O	5%	2%	0%	4%	8.0%
O=C1NC2(CCCCC2)N=C1c1ccc(Br)cc1	13%	-6%	0%	-5%	3.1%
CC(=O)CC1(O)C(=O)Nc2ccccc21 (stereo not drawn)	13%	14%	-11%	15%	0.2%
CCc1cccc(CC)c1NC(=S)Nc1ccccc1	45%	5%	2%	3%	i
COc1cccc(C(=O)NC2CCCN(C3Cc4ccccc4C3)C2)c1OC (stereo not drawn)	14%	-7%	7%	-5%	i
COc1ccc([N+](=O)[O-])cc1N(CC(=O)Nc1ccccc1C(=O)N1CCCC1)S(C)(=O)=O	-27%	-1%	0%	1%	1.5%
Cc1ccc(S(=O)(=O)N2CCN(C(=O)CCC(=O)NCc3ccc(F)cc3)CC2)cc1	-4%	-7%	5%	24%	i
O=C(Nc1ccc2c(c1)OCCO2)c1cncc(Br)c1	10%	2%	-4%	-5%	6.4%
CCOC(=O)c1[nH]c2ccc(OC)cc2c1NC(=O)N1CCOCC1	-4%	11%	-3%	-3%	1.7%
COC(=O)c1cc(=O)nc2sccn12	-2%	3%	-1%	-6%	0.2%
CC(=O)c1cnc2nc(SCc3cccc(C)c3)nn2c1C	36%	3%	6%	-9%	2.5%
